TAAR1 agonist – human TAAR1 agonism; CHO RD-HGA16 TAAR1, Fluo-8 calcium fluorescence; vehicle wells 0%, saturating PEA agonist 100%; activation, % at 3 µM; hit rate 0.99% among 360,000;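 active = activation above the mean activation of all test compounds in the run plus 3 SD, cut at about 38% in these data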
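System: CHO RD-HGA16 cells carrying human TAAR1 plus Gα16; Incubation: 17-24 h seeding, 75 min 37 °C dye, 30 min RT; Measured by: Fluo-8 fluorescence, 5 s baseline then 140 s kinetic read; Control set: DMSO and PEA EC100; Replication: single well for each compound.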
CHO parental Ca – counter-screen for OX1R antagonists: effect in parental CHO cells; parental CHO-K1, ATP-induced calcium, Fluo-8 fluorescence; inhibition, % at 5.6 µM; hit rate 0.63% among 330,000; AID 463079;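 active = inhibition above that plate's mean sample inhibition plus 3 SD, cut at about 26% in these data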;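 note: 0% = ATP-challenged DMSO wells and 100% = DMSO wells without ATP; some compounds past the cut are filed as inactive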
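Measured by: calcium-sensitive Fluo-8 fluorescence / Test system: CHO parental line / Controls: ATP-challenged DMSO wells low, unchallenged DMSO wells high / Measure: % inhibition / Compound: single nominal dose of 5.6 µM per compound / Replicates: single well per compound, no replicates / Reagent: ATP as calcium-mobilizing challenge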
OXTR ag – agonists of human oxytocin receptor; AID 2435; activation, % at 3 µM; P30559; CHO-OTR cells, Fluo-8 calcium fluorescence; normalized: DMSO 0%, oxytocin 100%; hit rate 0.32% among 320,000;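 active = activation above the mean of all tested compounds plus 3 SD, cutoff set per screening run, cut at about 20% in these data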;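 note: peak over basal fluorescence ratio from a 100 s FLIPR kinetic read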
CHRM1 agonist – human M1 muscarinic receptor agonism | activation, % at 3 µM | P11229 | CHO-K1 hM1, Fluo-8 calcium fluorescence, agonist mode; 0% DMSO, 100% acetylcholine EC100 | hit rate 0.33% among 360,000 | AID 588814;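 active = activation above the run's mean compound activation plus 3 SD, cut at about 16% in these data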;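 note: peak over basal fluorescence ratio within a 140 s kinetic read after compound addition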
Target sequence (P11229 whole entry, looked up): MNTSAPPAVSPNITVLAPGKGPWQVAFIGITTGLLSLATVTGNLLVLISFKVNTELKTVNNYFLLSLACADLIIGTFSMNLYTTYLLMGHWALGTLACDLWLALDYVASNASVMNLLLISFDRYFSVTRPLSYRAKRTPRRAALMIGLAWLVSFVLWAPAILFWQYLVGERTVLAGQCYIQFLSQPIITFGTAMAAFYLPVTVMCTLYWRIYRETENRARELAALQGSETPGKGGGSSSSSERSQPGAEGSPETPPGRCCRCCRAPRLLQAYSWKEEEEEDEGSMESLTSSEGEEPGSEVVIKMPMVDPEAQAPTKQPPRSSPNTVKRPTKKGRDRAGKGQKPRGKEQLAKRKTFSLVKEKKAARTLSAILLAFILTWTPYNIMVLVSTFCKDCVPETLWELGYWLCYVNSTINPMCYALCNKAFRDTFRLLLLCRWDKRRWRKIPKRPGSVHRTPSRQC
V1aR counter – activates human V1a receptor in oxytocin agonist counter-screen; P37288; CHO-V1R cells, Fluo-8 calcium fluorescence, agonist mode; 0% DMSO, 100% 3 nM vasopressin; activation, % at 3 µM; hit rate 0.25% among 320,000; AID 2797;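 active = activation above the mean activation of all tested compounds plus 3 SD, per screening run, cut at about 20% in these data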;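 note: signal is peak over basal fluorescence ratio across a 100 second FLIPR read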
Target sequence (P37288 whole entry, looked up): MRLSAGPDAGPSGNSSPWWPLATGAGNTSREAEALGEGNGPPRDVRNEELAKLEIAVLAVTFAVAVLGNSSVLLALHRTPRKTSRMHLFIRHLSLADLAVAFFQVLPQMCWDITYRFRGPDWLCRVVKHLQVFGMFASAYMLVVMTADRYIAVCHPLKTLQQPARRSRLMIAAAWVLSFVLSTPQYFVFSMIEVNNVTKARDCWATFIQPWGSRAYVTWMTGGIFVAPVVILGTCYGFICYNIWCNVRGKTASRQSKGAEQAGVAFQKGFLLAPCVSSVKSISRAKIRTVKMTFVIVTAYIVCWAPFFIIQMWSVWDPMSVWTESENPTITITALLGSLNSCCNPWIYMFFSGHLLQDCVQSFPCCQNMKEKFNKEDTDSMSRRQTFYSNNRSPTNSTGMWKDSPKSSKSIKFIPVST
OXTR potentiator – potentiates the human oxytocin receptor response; P30559; CHO-OTR cells, Fluo-8 calcium fluorescence, potentiator mode; 0% = oxytocin EC15, 100% = EC100; activation, % at 3 µM; hit rate 0.061% among 320,000; AID 2445;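 active = activation above that plate's cutoff, the mean activation of tested compounds plus 3 SD, cut at about 6.6% in these data, passing the limit was not always enough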;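 note: 100% uses oxytocin at 75 nM as the full agonist control; some results filed as inactive read as strong as hits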
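Replication – single well per compound, singlicate · Assay system – CHO cell line stably expressing human OTR · Timing – 6 min pre-incubation, 100 s read · Measure – normalized max/min fluorescence ratio, % activation · Doses – 3.0 µM, one dose · Detection – Fluo-8 calcium dye fluorescence · Probe or stimulus – oxytocin near EC15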
TAAR1 antag – antagonists of human TAAR1; CHO RD-HGA16 TAAR1, Fluo-8 calcium fluorescence, antagonist; inhibition, % at 3 µM; hit rate 1.5% among 360,000;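 active = inhibition above a per-plate cutoff, the mean inhibition of test compounds on that plate plus 3 SD, cut at about 49% in these data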;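 note: 0% = DMSO plus EC80 beta-PEA response and 100% = DMSO alone without agonist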
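System: CHO RD-HGA16 cells bearing hTAAR1. Reagent: EC80 β-phenethylamine stimulus. Schedule: seeding 17-24 h prior, 75-min 37 °C, 30-min RT dye loading. Signal: Fluo-8 intracellular calcium dye fluorescence, real-time kinetic reads. Read-out: % inhibition from peak post-agonist over basal fluorescence ratio. Benchmarks: vehicle wells and EC80 agonist wells. Replicates: n of 1.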
M1 PAM – potentiates human M1 receptor response to acetylcholine; CHO-K1 hM1, Fluo-8 calcium fluorescence, ACh EC20; 0% = ACh EC20, 100% = maximal ACh; activation, % at 3 µM; hit rate 0.088% among 360,000; AID 588819; in the data active = activation above about 19%, passing the limit was not always enough
CHRM1 antagonist – blocks human M1 muscarinic receptor | CHO-K1 hM1, Fluo-8 calcium fluorescence, ACh EC80 antagonist | hit rate 1.3% among 360,000 | inhibition, % at 3 µM;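 active = percent inhibition above its own plate's cutoff, namely the mean of that plate's compound wells plus 3 SD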;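 note: peak over basal fluorescence ratio during 140 s after agonist addition; 0% = ACh EC80 plus DMSO and 100% = DMSO alone without agonist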
* marks the source's active call; other numbers are inactive results; nt = no result given.

(1) CCOC(=O)CSc1nc2ccc(N3CCOCC3)cc2c(=O)n1Cc1ccccc1
(2) Cc1ccc(S(=O)(=O)N2CC3CCCN3c3ccc(C(F)(F)F)cc32)cc1 (stereo not drawn)
(3) CCN(CC)C(=O)c1cc2cc([N+](=O)[O-])ccc2s1
(4) COC(=O)c1ccccc1S(=O)(=O)N1CCC(C(=O)OCC(=O)NC2CCCCC2C)CC1 (stereo not drawn)
(5) O=C(ONC1=NCCCCC1)c1cccc([N+](=O)[O-])c1
(6) N#Cc1cn(-c2cccc(C(F)(F)F)c2)c(=O)[nH]c1=O
(7) CC(CCCC(C)(C)O)NC(=O)c1ccc2oc(CCc3ccccc3)nc2c1 (stereo not drawn)
(8) O=C(Nc1ccc2c(c1)CCC2)c1cc(F)cc(F)c1
(9) COCCN(CC(=O)Nc1ccccc1C(F)(F)F)C(=O)/C=C/c1ccc2ccccc2n1
(10) CCC(C)n1c(SC(C)C#N)nc2ccccc2c1=O (stereo not drawn)
Compound	1	2	3	4	5	6	7	8	9	10
TAAR1 agonist	6.3	-1.9	11.3	5.9	4.2	3.4	9.1	-2.3	5.3	18.3
CHO parental Ca	-13.3	10.1	-3.1	-9.1	6.0	-12.4	-8.9	-20.6	-15.5	-24.2
OXTR ag	-1.8	-0.2	-0.2	2.1	-0.8	2.1	1.8	-1.6	0.8	-2.0
CHRM1 agonist	-6.7	3.6	-1.8	-3.1	-4.5	2.8	-2.2	-7.9	-2.9	-7.3
V1aR counter	-1.3	-0.4	0.6	1.9	-0.1	0.4	4.8	-0.8	1.6	-2.5
OXTR potentiator	3.6	-12.3	-4.2	-4.6	-8.4	-5.7	-13.9	2.5	-9.8	-0.9
TAAR1 antag	12.3	-10.4	-5.2	-18.0	-1.1	-27.3	29.7	2.9	13.3	3.4
M1 PAM	0.5	1.8	2.5	4.7	3.3	20.4	-7.5	13.2	-9.0	-0.2
CHRM1 antagonist	-1.8	-0.8	-23.4	-2.7	-0.8	-14.0	2.2	-16.1	12.6	-0.8

(11) Cc1c(C(=O)C(=O)NCc2ccco2)c2ccccc2n1C
(12) CC1Sc2ccc(C(=O)NCc3ccccc3Cl)cc2NC1=O (stereo not drawn)
(13) O=C(O)c1ccc(CSc2nnnn2-c2ccc(F)cc2)cc1
(14) O=C(Nc1ccc2c(c1)OCO2)c1cnc2n(c1=O)CCS2
(15) CCCCn1c(N)c(N(CC)C(=O)Cc2ccc(S(=O)(=O)N3CCOCC3)s2)c(=O)[nH]c1=O
(16) Cc1cccc(NC2=C(NCCO)C(=O)c3ccccc3C2=O)c1
(17) COc1ccccc1NC(=O)NCC1CC1(Cl)Cl (stereo not drawn)
(18) O=C(C1CCN(S(=O)(=O)c2ccc(Cl)c(C(F)(F)F)c2)CC1)N1CCC1
(19) CC1CCC(C(C)C)C(OCC(O)C[N+]2(C)CCCCC2)C1 (stereo not drawn)
(20) Cc1cccc(N2CCN(C(=O)C3CCC(=O)N(Cc4ccccc4F)C3)CC2)c1C (stereo not drawn)
Compound	11	12	13	14	15	16	17	18	19	20
TAAR1 agonist	7.2	0.0	1.9	1.5	0.5	1.2	0.3	1.2	0.3	-1.0
CHO parental Ca	-9.2	-14.3	-2.5	-9.3	-19.1	-19.7	-1.5	-9.6	6.3	-11.9
OXTR ag	0.2	0.4	1.9	0.1	0.5	-1.9	-1.9	1.5	-1.0	0.3
CHRM1 agonist	-1.7	8.1	0.1	0.2	-2.0	-8.2	-5.2	-2.9	-5.5	-1.4
V1aR counter	0.6	1.3	1.1	0.5	0.5	-1.5	1.1	1.4	-0.3	5.1
OXTR potentiator	-4.6	-6.5	-2.0	-7.0	1.6	-0.7	-9.2	-3.8	-15.2	-2.7
TAAR1 antag	-12.2	1.5	-6.0	1.3	-14.6	-3.2	-8.7	-1.2	-34.7	0.9
M1 PAM	5.7	11.7	6.3	11.3	2.2	-6.7	1.9	2.1	-23.3	1.8
CHRM1 antagonist	-4.1	1.9	-6.5	-10.3	-6.7	-0.8	-4.0	-0.2	75.6*	-8.2

Another view of some results above.
Results follow in this order: TAAR1 agonist	CHO parental Ca	OXTR ag	CHRM1 agonist	V1aR counter	OXTR potentiator	TAAR1 antag	M1 PAM	CHRM1 antagonist
#13 O=C(O)c1ccc(CSc2nnnn2-c2ccc(F)cc2)cc1
 : 1.9	-2.5	1.9	0.1	1.1	-2.0	-6.0	6.3	-6.5
#15 CCCCn1c(N)c(N(CC)C(=O)Cc2ccc(S(=O)(=O)N3CCOCC3)s2)c(=O)[nH]c1=O
 : 0.5	-19.1	0.5	-2.0	0.5	1.6	-14.6	2.2	-6.7
#19 CC1CCC(C(C)C)C(OCC(O)C[N+]2(C)CCCCC2)C1 (stereo not drawn)
 : 0.3	6.3	-1.0	-5.5	-0.3	-15.2	-34.7	-23.3	75.6*

Next records follow:
(21) CCOc1ccc(-n2nc3c(=S)[nH]nc(C)c3c2C)cc1
(22) COc1ccc(/C=N/NC(=O)c2nc(Cl)c(Cl)c(N)c2Cl)cc1COc1ccccc1F
(23) COc1ccc(CN2CCOCC2)cc1
(24) CCc1ccc([C@@H]2C[C@H]3CN(Cc4ccccc4OC)C(=O)[C@]34CCCN24)cc1
(25) COC(=O)N/N=C/c1cc(OC)c(O)c([N+](=O)[O-])c1
(26) CC(C)N(Cc1nc2ccccc2c(=O)[nH]1)C(=O)c1ccc(NC(=O)CSc2nnnn2C)cc1
(27) COc1ccc2c(c1)[C@H]1[C@H](CO2)[C@H](c2ccccc2)[C@]2(C)C(=O)Nc3ccc(Cl)cc3C(=O)N12
(28) CCOC(=O)c1nn(-c2ccccc2C)c(=O)cc1OCC(=O)N1CCN(c2ccccc2)CC1
(29) O=C(CNC(=O)c1ccc(Br)o1)Nc1cccc(S(=O)(=O)N2CCOCC2)c1
(30) CC(NC(=O)CCn1ccc2cc(S(=O)(=O)N3CCCC3)ccc21)c1ccccc1 (stereo not drawn)
Compound	21	22	23	24	25	26	27	28	29	30
TAAR1 agonist	-4.9	-0.3	-2.4	7.0	2.9	18.7	12.3	-1.2	2.3	8.8
CHO parental Ca	-18.3	-7.3	-5.5	-17.9	-4.5	-2.9	nt	-19.1	-9.8	-18.4
OXTR ag	-2.1	0.8	0.0	-1.1	-1.3	-0.2	nt	-1.1	1.3	0.2
CHRM1 agonist	-12.6	2.8	-3.1	-11.5	-0.3	-5.5	-9.7	-4.5	-1.2	-5.3
V1aR counter	-1.9	1.1	-0.3	0.1	-0.2	0.1	nt	-1.3	0.9	1.3
OXTR potentiator	-5.8	-9.9	-12.3	-4.2	-4.4	-6.0	nt	0.9	-2.7	-7.8
TAAR1 antag	-0.5	-8.1	1.2	-9.0	3.4	13.8	10.1	-4.6	-28.2	-16.9
M1 PAM	10.7	15.8	13.1	-28.5	0.5	9.1	-19.9	6.9	11.4	-4.7
CHRM1 antagonist	-24.6	-47.3	-11.1	47.1*	1.2	-5.1	23.4	-7.9	-3.9	2.8

(31) CCOC(=O)N1CCN(C(=O)COC(=O)CNC(=O)c2ccc(OCC)c(OCC)c2)CC1
(32) CCNC(=S)N(CCN(CC)CC)Cc1cc2cc3c(cc2[nH]c1=O)OCCO3
(33) Cc1ccccc1-c1nnc(SCCOc2ccc3c(C)cc(=O)oc3c2)o1
(34) CC(=O)c1ccc(N=Nc2c(C)[nH][nH]c2=O)cc1
(35) Cn1c(N)c(C(=O)c2ccc(Oc3ccccc3)cc2)c(=O)n(C)c1=O
(36) COc1ccc(-c2ccc(-c3nnn(CC(=O)N4CCOCC4)n3)cc2)cc1
(37) CCn1c(-c2ccccc2Cl)nn(CC(=O)Nc2ccccc2C)c1=S
(38) COc1ccc(N(CC(=O)NCCc2ccc(S(N)(=O)=O)cc2)S(=O)(=O)c2c(C)noc2C)cc1
(39) C=CCn1c(COc2ccccc2)nnc1SCC(=O)C(C)(C)C
(40) CC1CCCCC1NC(=O)CSc1nnc(-c2ccco2)n1C (stereo not drawn)
Compound	31	32	33	34	35	36	37	38	39	40
TAAR1 agonist	-0.3	4.0	0.7	3.9	7.8	8.6	11.9	0.0	2.3	0.2
CHO parental Ca	nt	-11.7	2.4	-28.8	-10.6	3.4	-7.3	-6.4	-18.2	-4.2
OXTR ag	nt	-0.6	-0.5	-1.1	0.2	5.7	1.2	0.0	-0.2	0.5
CHRM1 agonist	-2.3	-7.2	-3.4	-1.6	-4.2	-2.5	-1.9	-2.5	-3.7	-3.4
V1aR counter	nt	1.2	0.2	-0.5	2.6	2.9	3.2	0.9	3.0	0.0
OXTR potentiator	nt	2.9	-1.0	-7.9	-6.5	0.1	1.5	-2.2	-8.2	1.1
TAAR1 antag	-23.6	-12.9	-27.5	-5.5	4.0	6.8	-13.4	-13.9	-1.4	-25.4
M1 PAM	4.8	6.2	12.9	-8.8	2.1	7.7	4.3	9.3	4.3	7.4
CHRM1 antagonist	-11.5	-13.0	-21.7	24.7	2.7	-8.8	-4.1	-12.0	-21.2	-6.2

(41) Cc1cc(NC(=O)CSc2ccnc(=O)[nH]2)no1
(42) COc1ccc(C2(C(=O)Nc3nncs3)CCCC2)cc1
(43) COc1ccccc1CN(C(=O)CNC(=O)c1ccco1)C(C(=O)NCC1CCCO1)c1ccccc1 (stereo not drawn)
(44) Cc1ccc(Nc2nc(C(=O)NCC3CCCO3)cs2)cc1 (stereo not drawn)
(45) c1csc(-c2nc(N3CCOCC3)c3ccccc3n2)c1
(46) CCN(CC)c1ccc(/C=N/NS(=O)(=O)c2ccc(CNC(C)=O)cc2)cc1
(47) CCN(CC)CCNC(=O)c1ccc(NC(=O)c2cccc(S(=O)(=O)N(C)C3CCCCC3)c2)cc1
(48) CC(=O)Nc1ccc(NC(=O)c2cc(-c3ccc(F)cc3C)n[nH]2)cc1
Compound	41	42	43	44	45	46	47	48
TAAR1 agonist	0.1	13.2	16.7	1.9	11.8	0.8	6.7	4.2
CHO parental Ca	-10.6	-17.1	-12.3	-18.9	-24.9	-12.2	nt	nt
OXTR ag	1.5	-0.1	4.6	-1.6	-0.6	0.0	nt	nt
CHRM1 agonist	-1.1	-5.4	-0.2	-2.1	-4.8	-8.1	-8.5	0.9
V1aR counter	2.1	-0.2	4.2	-0.3	1.0	0.2	nt	nt
OXTR potentiator	-0.2	1.1	-5.9	1.7	0.6	2.5	nt	nt
TAAR1 antag	-14.6	7.6	68.4*	-24.3	4.1	-6.7	-10.8	6.9
M1 PAM	3.4	3.5	-6.7	3.6	4.6	-1.9	-29.7	0.4
CHRM1 antagonist	0.5	-8.4	18.9	-10.7	-1.5	-3.7	99.8*	-9.7
